PLCb3 inh = human PLC-beta3 inhibitors, primary screen, biochemical, fluorescence | 0.18% of 370,000 active | Purified PLC-beta3, fluorogenic substrate | AID 720704, 2013 | inhibition, % at 12.2 µM; in the data active = inhibition above about 11%;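 also: 0% = median of compound wells on plate and 100% = full blocker control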
PLCg1 inh = PLC-gamma1 enzyme inhibitors, primary screen, biochemical, fluorescence, purified enzyme; 1-phosphatidylinositol 4,5-bisphosphate phosphodiesterase gamma-1 (Homo sapiens), P19174; fluorogenic substrate; inhibition, % at 12.2 µM; 0.84% of 370,000 active; in the data active = inhibition above about 9.5%
DDE Tn6 FP inh = inhibitors of Tn6 peptide binding to fibrin DD(E), primary screen, biochemical, fluorescence polarization, human fibrin, Tn6 probe. Fibrinogen beta chain (Homo sapiens), P02675. Fibrin DD(E) TRITC-Tn6 fluorescence polarization displacement. inhibition, % at 8.3 µM. 0.21% of 370,000 active. AID 720509, 2013;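 active = inhibition above a per-campaign cutoff: mean of compounds within control limits plus 3 SD, cut at about 15% in these data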;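 also: 0% = median of all compound wells on the plate and 100% = blocking peptide control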
ADAM17 inh = ADAM17 inhibitors, primary screen, biochemical, QFRET | Disintegrin and metalloproteinase domain-containing protein 17 (Homo sapiens), P78536 | recombinant ADAM17, EDANS/DABCYL FRET peptide cleavage | inhibition, % at 6.95 µM | 0.83% of 370,000 active;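 active = inhibition above the mean of compounds lying between control limits plus 3 SD, set per campaign, cut at about 8.5% in these data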;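 also: 0% = DMSO-only wells as the low control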
ADAM10 inh = human ADAM10 inhibitors, primary screen, biochemical, QFRET, HTS; recombinant ADAM10, EDANS/DABCYL FRET peptide cleavage, 3 h; inhibition, % at 7 µM; 0.62% of 370,000 active; AID 720582, 2013;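 active = inhibition above a per-campaign cutoff equal to the mean of compounds falling between control-based bounds plus 3 SD, cut at about 20% in these data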;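 also: 0% = DMSO wells while the 100% control is not disclosed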
Target sequence (O14672 214-748 limits assumed): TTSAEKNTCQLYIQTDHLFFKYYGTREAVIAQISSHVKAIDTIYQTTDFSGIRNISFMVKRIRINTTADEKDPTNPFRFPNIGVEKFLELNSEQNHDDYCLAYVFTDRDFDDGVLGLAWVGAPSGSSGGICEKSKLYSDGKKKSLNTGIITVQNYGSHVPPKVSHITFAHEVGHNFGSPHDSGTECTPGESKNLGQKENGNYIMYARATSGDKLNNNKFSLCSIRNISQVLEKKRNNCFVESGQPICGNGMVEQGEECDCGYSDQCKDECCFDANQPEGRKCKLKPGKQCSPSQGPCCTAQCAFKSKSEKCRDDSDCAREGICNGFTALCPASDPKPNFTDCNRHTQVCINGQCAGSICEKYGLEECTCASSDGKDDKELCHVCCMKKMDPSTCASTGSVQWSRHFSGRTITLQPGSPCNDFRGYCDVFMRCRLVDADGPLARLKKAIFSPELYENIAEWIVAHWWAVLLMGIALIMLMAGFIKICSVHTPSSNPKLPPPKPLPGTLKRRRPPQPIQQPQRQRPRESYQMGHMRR
TDP2 inh = human TDP2 enzyme inhibitors, primary screen, biochemical, epi absorbance, recombinant enzyme | Tyrosyl-DNA phosphodiesterase 2 (Homo sapiens), O95551 | T5PNP hydrolysis, p-nitrophenol absorbance 415 nm | inhibition, % at 12.8 µM | 0.34% of 370,000 active;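 active = inhibition above the mean of all tested compounds plus 3 SD, set per campaign, cut at about 25% in these data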;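 also: 0% = DMSO with enzyme and 100% = buffer with substrate but no TDP2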
Target sequence (O95551 whole entry, looked up): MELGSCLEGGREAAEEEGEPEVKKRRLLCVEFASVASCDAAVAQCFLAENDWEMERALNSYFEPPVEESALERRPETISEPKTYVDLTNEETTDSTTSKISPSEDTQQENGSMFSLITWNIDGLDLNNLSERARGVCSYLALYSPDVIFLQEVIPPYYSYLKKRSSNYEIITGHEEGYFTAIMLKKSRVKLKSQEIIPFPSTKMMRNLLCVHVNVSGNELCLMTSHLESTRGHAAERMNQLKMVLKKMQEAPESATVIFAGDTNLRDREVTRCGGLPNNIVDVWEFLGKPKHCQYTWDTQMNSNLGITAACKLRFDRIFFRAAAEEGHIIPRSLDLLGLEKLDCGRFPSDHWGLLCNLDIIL
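Read-out basis: percent inhibition. System: recombinant human TDP2. Buffer or medium: Mg2+-containing Tris-HCl buffer, pH 7.5. Repeats: single replicate. Timing: reaction 2 h, 37 °C. Benchmarks: high control without enzyme, low control DMSO plus TDP2. Probe or stimulus: 5 mM T5PNP. Doses: 12.8 µM only. Measured by: epi absorbance of p-nitrophenol freed from T5PNP by hydrolysis.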
SIAE primary = human SIAE inhibitors, primary screen, biochemical, fluorescence polarization, FP-Rh probe, 1536-well HTS; Sialate O-acetylesterase (Homo sapiens), Q9HAT2; SIAE FP-Rh probe binding; inhibition, % at 9.66 µM; 0.69% of 370,000 active;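 active = inhibition above a cutoff: mean of compounds within the control limits plus 3 SD of those, cut at about 17% in these data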;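 also: 0% = plate median of compound wells and 100% = probe without SIAE protein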
DDE Tn7 FP inh = inhibitors of Tn7 peptide binding to fibrin DD(E), primary screen, biochemical, fluorescence polarization, human fibrin, Tn7 probe. Fibrinogen beta chain (Homo sapiens), P02675. FP displacement of FITC-Tn7 peptide from fibrin DD(E); 0% = median of compound wells per plate. inhibition, % at 8.3 µM. 0.13% of 370,000 active;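 active = inhibition above the mean of compounds falling within the control limits plus 3 SD of them, cut at about 14% in these data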;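 also: 0% = plate median of compound wells and 100% = 10 µM Aha-Tn7 peptide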
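Assay system: Human clot-derived fibrin DD(E) complex | Buffer or medium: Tris/NaCl/CaCl2 buffer, pH 7.8 | Repeats: One replicate per compound | Benchmarks: Aha-Tn7 high control | Measure: % inhibition scaled between sample-field median and high-control FP | Schedule: 10 min plus 3 h, room temperature | Signal: Fluorescence polarization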
ARFGAP1 inh = inhibitors of rat ARFGAP1 GAP activity, primary screen, biochemical, fluorescence polarization, GDP tracer; inhibition, % at 16.5 µM; ADP-ribosylation factor GTPase-activating protein 1 (Rattus norvegicus), Q62848; AID 651572, 2012; Arfgap1-stimulated ARF1 GTP hydrolysis, GDP FP detection; 0.26% of 360,000 active;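 active = inhibition above a per-plate limit, mean inhibition of low control wells plus 3 SD, cut at about 25% in these data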;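 also: 0% = DMSO wells with enzyme and 100% = wells lacking Arfgap1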
Target sequence (Q62848 1-136 limits assumed): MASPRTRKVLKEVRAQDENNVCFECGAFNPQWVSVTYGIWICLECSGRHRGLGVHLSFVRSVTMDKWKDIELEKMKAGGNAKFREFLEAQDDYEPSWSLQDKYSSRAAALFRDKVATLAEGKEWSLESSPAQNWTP
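Material: truncated rat Arfgap1 GAP domain; Incubation: compound-enzyme preincubation 20 min, reaction 120 min, detection 60 min, 25 °C; Read-out: percent inhibition of Arfgap1-stimulated GTP hydrolysis; Technique: FP, GDP Alexa 633 tracer displaced from anti-GDP antibody, 620/688 nm; Controls: No-Arfgap1 wells (100%) versus DMSO full-reaction wells (0%); Replication: single well per compound.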
ASAP1 GAP inh = inhibitors of human ASAP1 ArfGAP activity, primary screen, biochemical, fluorescence polarization. AID 624377, 2012. inhibition, % at 16.5 µM. ASAP1-stimulated ARF1 GTP hydrolysis, GDP FP detection. 0.19% of 360,000 active; in the data active = inhibition above about 25%;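 also: 0% = vehicle with enzyme and substrate and 100% = no enzyme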
Active calls of the source: *; · = not tested or not shown. This is a random part of the collection. Share with any hit: about 3.6%.

SMILES | PLCb3 inh | PLCg1 inh | DDE Tn6 FP inh | ADAM17 inh | ADAM10 inh | TDP2 inh | SIAE primary | DDE Tn7 FP inh | ARFGAP1 inh | ASAP1 GAP inh
Cc1ccc(NC(=O)c2ccc(NC(=O)C3CCCCC3C(=O)O)cc2)cc1 (stereo not drawn) | -6 | 2 | 4 | -2 | -7 | 12 | -3 | -2 | 10 | 2
Cc1nc2c(C(=O)N3CCOCC3)cnn2c(C)c1Cc1cccc(Cl)c1 | -261 | -169 | -3 | -94 | -247 | 3 | -7 | 3 | 2 | 14
CCCCn1c(-c2ccncc2)nc2c1c(=O)[nH]c(=O)n2CC(C)C | -4 | -4 | -8 | -8 | 0 | -2 | 1 | 4 | -6 | 13
O=C(CC1C(=O)N(Cc2ccccc2)C(=S)N1CCN1CCOCC1)Nc1ccc(F)cc1 (stereo not drawn) | 6 | 4 | 0 | 6 | 12 | -2 | -9 | 1 | 10 | 6
COc1cccc(N2C(=O)C(CC(=O)Nc3ccccc3)N(C3CCCCC3)C2=O)c1 (stereo not drawn) | 4 | 4 | 4 | -1 | 4 | -6 | -2 | 0 | -2 | 4
CCOc1ccccc1/C=N/OCC(=O)NCc1ccc(F)cc1 | 1 | -3 | -10 | -1 | -3 | -4 | -2 | -2 | 4 | 2
Cc1nc(SCC(=O)c2cc3ccccc3oc2=O)c(C#N)c(-c2cccs2)c1C(=O)Nc1ccccc1 | -15 | -5 | 6 | -2 | -1 | 3 | 1 | 6 | 24 | 7
CCC1CCc2sc(C(=O)N3CCCN(C)CC3)cc2C1 (stereo not drawn) | -6 | 0 | -8 | -5 | 1 | 6 | 4 | 3 | -5 | -4
CN1CCC(OC(=O)c2ccc(Cl)cc2Cl)CC1 | 0 | 1 | -3 | -1 | -4 | -1 | 0 | 0 | -1 | 5
Cc1ccc(C(=O)N2c3ccccc3N(Cc3ccccc3)C(=O)C2(C)C)cc1 | -9 | -10 | -6 | 4 | 10 | 10 | -1 | 1 | 1 | 6
Cn1c(=O)c(-c2ccccc2)nn2c3ccccc3nc12 | 3 | 0 | -3 | 3 | 4 | 0 | 1 | 2 | -7 | 12
CCOC(=O)C1CCN(c2cc(=O)n(C3CCCCC3)c(=O)[nH]2)CC1 | -1 | -5 | 0 | -1 | -2 | 1 | -2 | -7 | 1 | -1
CC1CCN(C(=O)C2CCN(C(=O)c3ccc(C(C)(C)C)cc3)CC2)CC1 | -4 | 7 | 7 | 2 | -14 | -11 | -4 | -4 | 11 | -11
COC(=O)c1cccc(Cn2ccc3ccc(-c4ccc5ccn(C(=O)C6CCCCC6)c5c4)cc32)c1 | -67 | -51 | -7 | -5 | -20 | 9 | -4 | -4 | · | ·
COc1ccc(-c2[nH]ncc2CN2CCC(N3CCSCC3)CC2)c(F)c1 | -2 | -2 | 7 | -1 | 1 | -8 | -6 | 4 | 4 | -6
Cn1c(=O)n(CC#N)c2ccccc21 | 3 | 3 | 1 | 6 | 12 | -7 | -4 | 6 | -16 | 2
Cc1ccc(Cl)cc1NC(=O)C1CCN(S(C)(=O)=O)CC1 | 3 | 3 | 1 | -1 | 7 | -1 | 2 | -4 | 6 | -8
CCCCN(C(=O)c1ccc(OC(F)(F)F)cc1)c1c(N)n(CCC)c(=O)[nH]c1=O | -4 | -2 | -3 | -3 | -6 | -6 | -2 | -6 | 4 | -1
COCCOC(=O)c1[nH]c2c(c1C)C(=O)CC(c1ccc(N(C)C)cc1)C2 (stereo not drawn) | -1 | 0 | 0 | 3 | 14 | -3 | 1 | 6 | 4 | 3
COc1ccc(CN2CCC(=O)N([C@H](CO)Cc3ccccc3)CC2)cc1OC | 3 | 8 | -9 | 0 | 1 | -14 | -1 | -2 | 9 | -3
O=C1C(c2ccccc2)=NCCN1C(c1ccc(F)cc1)c1nc2ccccc2[nH]1 (stereo not drawn) | -3 | -2 | -2 | -3 | -6 | -2 | -3 | -4 | -1 | 1
CC(=O)c1ccc(N2CCN(C(=O)CCC(=O)Nc3ccc4nc(N5CCN(C)CC5)cc(C)c4c3)CC2)cc1 | -53 | -30 | 1 | -12 | -41 | -11 | 3 | -5 | 18 | 6
CC(C)(C)CC(=O)Nc1nnc(SCC(=O)Nc2ccccc2F)s1 | -2 | 0 | -5 | -1 | 1 | 0 | -1 | -1 | -2 | 0
CCOC(=O)N1CCN(C(=O)CS(=O)(=O)Cc2nc(-c3ccccc3C)oc2C)CC1 | 4 | 1 | 2 | -1 | -1 | 11 | -3 | 7 | -10 | 2
O=C(NNC(=O)C1CCCO1)c1ccc(Br)cc1 (stereo not drawn) | -1 | 0 | -2 | -1 | 1 | 6 | 2 | 2 | -5 | -3
C=CCNC(=O)/C(C#N)=C/c1c(C)nn(-c2ccc(Cl)cc2)c1Cl | 1 | -2 | 1 | -1 | 3 | -3 | 10 | -3 | -5 | -11
CCOC(=O)C1=C(C)Nc2ccccc2N=C1NC(=O)c1cc(C)on1 | -6 | 1 | -4 | -4 | -12 | 0 | -7 | 2 | 0 | -5
O=C(Nc1ccccc1C(=O)Nc1ccc2c(c1)OCO2)c1ccco1 | 1 | -2 | 8 | 3 | 3 | -18 | -2 | 13 | -12 | -5
O=C(NCC(c1ccco1)N1CCc2ccccc2C1)c1ccccc1 (stereo not drawn) | 1 | -1 | 5 | 0 | -4 | 7 | 1 | 0 | -3 | 1
O=C(NCCc1ccccc1)c1cc(=O)c2ccccc2o1 | 0 | 2 | -11 | -1 | 3 | 4 | -1 | 4 | 2 | -2

A section of the results above, as a working copy:
SMILES | PLCb3 inh | PLCg1 inh | DDE Tn6 FP inh | ADAM17 inh | ADAM10 inh | TDP2 inh | SIAE primary | DDE Tn7 FP inh | ARFGAP1 inh | ASAP1 GAP inh
CC(C)(C)CC(=O)Nc1nnc(SCC(=O)Nc2ccccc2F)s1 | -2 | 0 | -5 | -1 | 1 | 0 | -1 | -1 | -2 | 0
CCOC(=O)N1CCN(C(=O)CS(=O)(=O)Cc2nc(-c3ccccc3C)oc2C)CC1 | 4 | 1 | 2 | -1 | -1 | 11 | -3 | 7 | -10 | 2

Next part:
SMILES | PLCb3 inh | PLCg1 inh | DDE Tn6 FP inh | ADAM17 inh | ADAM10 inh | TDP2 inh | SIAE primary | DDE Tn7 FP inh | ARFGAP1 inh | ASAP1 GAP inh
Cc1cc2nc(-c3cccc(NC(=O)c4ccc(Br)o4)c3C)oc2cc1C | -11 | -4 | -4 | -4 | -9 | -3 | -9 | 4 | 7 | -7
COc1cc(Cl)c(NC2=CC(=O)C(=O)c3ccccc32)c(OC)c1 | -27 | -17 | -3 | 0 | -13 | 8 | 3 | 1 | 28* | 2
COC(=O)[C@]12C[C@H](CC(=O)NCC3CCCCC3)C(=O)N(CCc3ccc(OC)c(OC)c3)C1=C[C@H](C(C)(C)C)O[C@@H]2C | 5 | 1 | 0 | 9.7* | 7 | -5 | 4 | -3 | 11 | 7
Cc1ccc2oc(=O)c(/C=C(\O)c3sc(C)nc3C)nc2c1 | -4 | -2 | -6 | 5 | 3 | 6 | 4 | -5 | -3 | 5
O=C(CSc1nnc(COc2cccc3cccnc23)o1)c1ccc(F)cc1 | -8 | -9 | 6 | -7 | -1 | 2 | -5 | 2 | -8 | -3
CC(=O)CCc1ccc(OCC(O)CNC2CCCc3ccccc32)cc1 (stereo not drawn) | 2 | 8 | 3 | 2 | -6 | 2 | 1 | -6 | 8 | -4
CN(C)C(=O)CSc1nnc(Cc2ccccc2)n1CC1CCCO1 (stereo not drawn) | 2 | -2 | 5 | 1 | -2 | -4 | -9 | -1 | -7 | -1
CC(C)OC(=O)N(C)C[C@H]1OCc2cn(nn2)CCCC(=O)N([C@H](C)CO)C[C@@H]1C | -1 | 1 | -4 | -1 | -13 | 3 | 3 | 0 | 10 | -1
O=C(NCc1ccccc1)C(c1ccccc1)N(C(=O)c1csnn1)c1ccc(F)cc1 (stereo not drawn) | -1 | 2 | -3 | 2 | 16 | 2 | -5 | 3 | 7 | 2
Cc1c(C(=O)N2CCCC2)oc2c1-c1nn(CC(=O)NCCCOC(C)C)cc1CC2 | -137 | -92 | 5 | -88 | -234 | 11 | 7 | 6 | -6 | -28
CCN(Cc1cnn(C)c1)C(=O)c1ccc2nc(Cc3ccccc3F)oc2c1 | -1 | 2 | 2 | -2 | -4 | 0 | 2 | 2 | 5 | 1
Cc1nc(SCCOc2ccccc2F)[nH]c(=O)c1Cc1ccccc1 | 2 | 4 | 2 | -6 | -11 | -14 | -8 | 3 | -9 | 8
CC(=O)c1ccc(S(=O)(=O)N2CCN(C(C)C(=O)N(C)Cc3ccccc3)CC2)cc1 (stereo not drawn) | -5 | 7 | -1 | -7 | -1 | -10 | 5 | 3 | -6 | -15
CCOc1cccc(CNCc2ccncc2)c1 | 1 | 6 | -3 | 5 | 11 | -8 | 11 | 1 | -5 | 8
O=C(O)Cn1nnc(-c2cccs2)n1 | -1 | -2 | -3 | -7 | -4 | 9 | 1 | 1 | 6 | 2
COc1cc2ccccc2cc1C(=O)Nc1ccc(Br)cn1 | -13 | -1 | 3 | -5 | -5 | -3 | -3 | -1 | 12 | 0
Cc1ccc(CNC(=O)CSc2nc3ccsc3c(=O)n2Cc2ccc(C(=O)O)cc2)cc1 | -2 | -1 | 7 | -4 | -7 | 4 | 4 | 3 | -6 | 11
O=S(=O)(NN1CCOCC1)c1ccc(Br)s1 | -13 | -2 | 1 | -3 | -1 | 2 | 1 | 8 | 2 | -22
CC(=O)c1cccc(N(CC(=O)NC2CCCC2)C(=O)c2ccc(C)s2)c1 | -4 | 2 | -3 | 1 | 1 | 23 | 9 | -6 | 3 | -6
COc1cc([N+](=O)[O-])ccc1Nc1nc(C)cc(C)n1 | -1 | 1 | 8 | -3 | -1 | 7 | 2 | -5 | -10 | 1

Screening results as filed in PubChem BioAssay.
